TRPV1 ag: HTS Assay for Compounds that Act as Agonists of the Vanilloid Receptor 1. activation, % at 8.33 µM. Transient receptor potential cation channel subfamily V member 1 (Homo sapiens), Q8NER1. TRPV1-expressing cells, Fluo-8 calcium influx, agonist mode. hit rate 0.19% among 320,000. AID 540275, 2011; in the data active means activation above about 80%; inconclusive means between about 30% and that limit; further: 0% is about no effect
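Fluo-8 calcium influx in TRPV1-expressing cells, kinetic read (ex 480/em 520 nm). Compound added and read 3 min for agonist activity, followed by capsaicin at EC20 final and 2 min further read for enhancement.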
CXXC DNA block: qHTS Fluorescence Polarization Assay for Inhibitors of MLL CXXC domain - DNA interaction. MLL-CXXC / FITC-HOXA9 DNA fluorescence polarization. Potency, µM (top dose mostly 115 µM), inactives show at the top dose activity change, negative = inhibition, usual class: inhibitors. hit rate 0.037% among 290,000; active means well fitted inhibition curve with a large enough effect in the polarisation, with a control signal flat, not every such curve was filed as active; inconclusive means small, poorly fitted or top-dose-only effect, or effect the other way, or a change in a side signal; inactive means no such curve, though single readings can be large or run the other way; the % refers to the polarisation; further: potency means the concentration at half of the fitted maximal effect
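Steps: dispense CXXC domain solution (7 uM) → pin compounds or unlabeled HOX-A9 DNA control → 5 min ambient → add FLSN-HOX-A9 solution (50 nM) → spin → 30 min ambient → fluorescence polarization. Tris pH 7.5/NaCl/DTT/BSA buffer.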
KCNH2 WT inh: qHTS for Inhibitors of KCHN2 3.1: Wildtype qHTS. Voltage-gated inwardly rectifying potassium channel KCNH2 (Homo sapiens), Q12809. U2OS, BacMam KCNH2, thallium flux FluxOr; active compounds read low. activity change, % at 1.84 µM. hit rate 0.37% among 340,000. AID 720551, 2013;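 active means maximum activity change below -70%; inconclusive means maximum activity change between -70% and -50%; inactive means maximum activity change above -50%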; further: on the % scale 0 is the no-effect control and ±100 the full control effect
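U2OS cells were transduced with wild-type KCNH2 virus (2.03 x 10^8 / mL) for 4 h at room temperature, then cultured overnight at 37 C. Thallium flux was read with FluxOr dye. Rate constants were normalized to DMSO controls.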
KCNH2 3.1 inh: qHTS for Inhibitors of KCHN2 3.1: Mutant qHTS. hit rate 0.95% among 340,000. U2OS KCNH2 3.1, thallium flux FluxOr; active compounds read low. activity change, % (tested at about 1.8 µM). Potassium voltage-gated channel subfamily H member 2, brain isoform KCNH2 3.1 (human). AID 720553, 2013;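 active means maximum activity change below -70%; inconclusive means maximum activity change from -70% to -50%; inactive means maximum activity change above -50%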;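 further: thallium influx rate constant from kinetic fluorescence after stimulation buffer; on the % scale 0 is the no-effect control and ±100 the full control effect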
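Virally transduced U2OS (3.1 isoform, 4 h infection in dark at RT) → overnight 37 C → FluxOr + Red40 in HBSS/HEPES, 45 min → stimulation buffer, 2 min kinetic read → rate constant vs DMSO controls.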
FBPA coupling cs: qHTS Assay for Inhibitors of Fructose-1,6-bisphosphate Aldolase from Giardia Lamblia: Coupling assay counterscreen | activity change, negative = inhibition, % at 58.2 µM, hits read low | AID 2472, 2010 | hit rate 0.67% among 290,000 | coupling enzyme system counterscreen, AmpLite Red fluorescence; in the data active means activity change below about -30%; further: on the % scale 0 is the no-effect control and ±100 the full control effect
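Fluorescence at 525 nm excitation and 598 nm emission measured inhibition of the coupled detection system without aldolase. Compounds (at 57.5 uM final) were preincubated 10 min at room temperature with coupling enzyme reagent before a 20 min substrate/AmpLite Red step.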
PKM2 activator: qHTS Assay for Activators of Human Muscle isoform 2 Pyruvate Kinase. Pyruvate kinase PKM (Homo sapiens), P14618. hit rate 0.34% among 260,000. purified PKM2, Kinase-Glo ATP luminescence, activation; response scale: 0% is enzyme alone, no compound. Potency, µM (doses to about 57.5 µM), for inactives: top-dose activation, most hits filed as activators; further: potency means the concentration at half of the fitted maximal effect; on the % scale 0 is the no-effect control and ±100 the full control effect; nearly all actives have a fitted effect of over 55% in size
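Purified hPK-M2 (>95% pure) converted ADP (0.1 mM final) to ATP with 0.5 mM PEP in 50 mM imidazole pH7.2, KCl, MgCl2, Tween 20, BSA; 1 h at room temperature. ATP detected by Kinase-Glo luminescence.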
GALK inhibitor: qHTS Assay for Inhibitors of Human Galactokinase (GALK). P51570. Purified GALK, Kinase-Glo residual ATP luminescence. Potency, µM (titrated, usually from 57.5 µM), for the others: top-dose activity change, negative = inhibition, hits mostly inhibitors. hit rate 0.007% among 270,000. AID 1868, 2009; further: potency means the concentration at half of the fitted maximal effect; on the % scale 0 is the no-effect control and ±100 the full control effect
Target sequence (P51570 whole entry, looked up): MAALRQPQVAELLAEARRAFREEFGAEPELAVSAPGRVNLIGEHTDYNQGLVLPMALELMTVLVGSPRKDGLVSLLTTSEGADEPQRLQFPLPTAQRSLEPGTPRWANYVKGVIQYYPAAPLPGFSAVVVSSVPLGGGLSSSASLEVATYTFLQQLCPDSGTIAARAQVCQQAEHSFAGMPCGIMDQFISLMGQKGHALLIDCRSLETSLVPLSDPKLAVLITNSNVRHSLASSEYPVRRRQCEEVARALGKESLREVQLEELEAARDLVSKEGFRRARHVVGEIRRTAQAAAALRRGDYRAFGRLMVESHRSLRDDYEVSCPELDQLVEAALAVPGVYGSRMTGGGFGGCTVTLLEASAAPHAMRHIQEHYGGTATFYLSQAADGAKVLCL
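Galactose (100 uM) and ATP (35 uM) were turned over by 5 nM GALK for 1 h at RT. Kinase-Glo Plus then converted the remaining ATP into a luminescent signal.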
Giardia kill: Small Molecules that selectively kill Giardia lamblia: qHTS; hit rate 0.15% among 340,000; activity change, % at 7.66 µM, hits read low; AID 540267, 2011; Giardia lamblia trophozoite viability; in the data active means activity change below about -80%; inconclusive means between about -30% and that limit;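 further: parasites exposed to compound for two days anaerobically before the ATP read; on the % scale 0 is the no-effect control and ±100 the full control effect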
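Anaerobic 48 hrs incubation at 37 deg C of 100 trophozoites/well with test compounds; ATPLite 1-Step luminescence, 15-30 min RT, reports cellular ATP as viability.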
Menin-MLL TR inh: qHTS Assay for Inhibitors Targeting the Menin-MLL Interaction in MLL Related Leukemias: Competition With Texas Red Labeled MLL-derived Mutant Peptide. AID 1768, 2009. Menin + Texas Red MLL mutant peptide, fluorescence polarization. hit rate 0.23% among 270,000. O00255. Potency, µM (doses to about 61.6 µM), without a hit: top-dose FP activity change, negative = inhibition, usual class: inhibitors; active means well fitted inhibition curve with a large enough effect in the polarisation, with a control signal flat, not every such curve was filed as active; inconclusive means small, poorly fitted or top-dose-only effect, or effect the other way, or a change in a side signal; inactive means no such curve, though single readings can be large or run the other way; the % refers to the polarisation; further: potency means the concentration at half of the fitted maximal effect; % of control where 0% means no effect; many of its hits are not listed in these tables
Target sequence (O00255 whole entry, looked up): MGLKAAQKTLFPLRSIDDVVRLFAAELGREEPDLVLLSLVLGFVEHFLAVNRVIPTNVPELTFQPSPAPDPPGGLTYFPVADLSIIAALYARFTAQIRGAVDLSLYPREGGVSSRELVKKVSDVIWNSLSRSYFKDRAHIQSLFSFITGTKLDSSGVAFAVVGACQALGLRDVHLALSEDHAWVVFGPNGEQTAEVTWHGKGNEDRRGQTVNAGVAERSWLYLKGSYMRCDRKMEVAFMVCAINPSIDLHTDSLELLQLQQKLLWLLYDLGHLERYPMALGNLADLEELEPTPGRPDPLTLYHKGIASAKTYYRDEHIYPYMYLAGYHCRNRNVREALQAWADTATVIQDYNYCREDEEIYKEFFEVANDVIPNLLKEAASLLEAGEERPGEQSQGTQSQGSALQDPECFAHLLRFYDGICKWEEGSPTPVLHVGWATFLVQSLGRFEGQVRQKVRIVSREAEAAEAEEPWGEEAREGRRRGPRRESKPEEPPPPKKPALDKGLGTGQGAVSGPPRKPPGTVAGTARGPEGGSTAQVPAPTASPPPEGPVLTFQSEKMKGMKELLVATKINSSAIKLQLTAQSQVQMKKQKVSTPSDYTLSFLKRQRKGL
USP2a inh: qHTS Assay for Inhibitors of Ubiquitin-specific Protease USP2a Using CHOP2 as the Reporter; Ubiquitin carboxyl-terminal hydrolase 2 (Homo sapiens), O75604; USP2 core, Ub-CHOP2 coupled fluorogenic reporter, 485/531; Potency, µM (top dose mostly 38.3 µM), for inactives: at the top dose activity change, negative = inhibition, most hits filed as inhibitors; hit rate 0.01% among 330,000; AID 463254, 2010;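 further: potency means the concentration at half of the fitted maximal effect; plate controls were DMSO wells for no effect and full inhibition by NEM control for full effect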
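Cell-free coupled assay: 10nM USP2 core preincubated 30min RT with compound in Tris-HCl pH 8.0/CaCl2/CHAPS buffer, then 25nM Ub-CHOP2 and 25nM reporter substrate; fluorescence (Ex 485/Em 531) read after 60min RT, normalized to NEM inhibition, concentration-response curves fitted.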
B2AR arrestin: qHTS assay of beta-arrestin-biased ligands of beta2-adrenergic receptor | Potency, µM (top dose mostly 46.1 µM), without a hit: at the highest dose activation, hits mostly activators | Beta-2 adrenergic receptor (Homo sapiens), P07550 | hit rate 0.02% among 330,000 | AID 492947, 2010 | beta-arrestin recruitment to beta2AR, cell-based reporter;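 further: potency means the concentration at half of the fitted maximal effect; 0% = DMSO controls and full agonism = EC100 isoproterenol or metaproterenol; nearly all actives have a fitted effect of over 65% in size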
Active calls of the source: *; ? = inconclusive; . = not tested or not shown; [ ] = another dose, or the depositor's remark. Unless noted, the call rests on the fitted dose curve; in most records, active means well fitted curve in the direction sought with a large enough effect; inconclusive means small, poorly fitted or top-dose-only effect, or another doubt; inactive means no such curve, though single readings can be large; an effect the other way counts as inactive or inconclusive. The list is partial. The share of hits here may be higher or lower than overall.

mol,TRPV1 ag,CXXC DNA block,KCNH2 WT inh,KCNH2 3.1 inh,FBPA coupling cs,PKM2 activator,GALK inhibitor,Giardia kill,Menin-MLL TR inh,USP2a inh,B2AR arrestin
COc1ccc(OCC(O)CNC(=O)Nc2cc(F)ccc2C)cc1 (stereo not given),.,-5%,-4,14,5,-6%,6%,-6,.,-2%,-0.1%
O=C(c1cccc([N+](=O)[O-])c1)N1CCCC(C(=O)N2CCCCC2)C1 (stereo not given),6,-3%,-4,-1,3,-4%,-1%,-13,.,1%,0.5%
COc1cc(NC(=O)Cc2ccccc2)ccc1NC(=O)c1ccccc1,?,3%,-8,11,2,4%[11.5 µM],0%,6,?,-1%,-0.4%
O=C(CSc1nc2ccccc2[nH]1)NCc1ccco1,3,-1%,-12,12,-4,-4%,3%,-3,-16%,0%,-0.2%
CCC(=NC1CC(C)(C)NC(C)(C)C1)C1=C(O)CC(C)(C)CC1=O,-1,11%,-9,3,1,-1%,-1%,6,-3%,-2%,0.3%
Cc1cc(C)nc(/N=C(\N)N2CCCCCC2)n1,-1,-5%,-4,9,0,-17%,-1%,-8,-8%,1%,-0.4%
CCC1=NN(C(=O)Cc2ccc([N+](=O)[O-])cc2)C(O)(C(C)(C)C)C1 (stereo not given),-5,26%,-5,-12,4,6%,0%,1,-12%,1%,-0.7%
CC(C)Cc1ccc(S(=O)(=O)N2CCN(C(=O)c3ccco3)CC2)cc1,3,-6%,20,-22,1,-6%,-3%,10,-1%,0%,-0.4%
Cc1ccc(-n2c3c(cc(C(=O)Nc4cccc(C)n4)c2=O)C(=O)CCC3)cc1,-3,5%,.,.,-16,-16%,-3%,.,-14%,2%,-0.2%
CCc1ccc(/C=C2\Oc3c(ccc(O)c3CN3CCN(C)CC3)C2=O)cc1,10,?,-3,0,0,24%,0%,-4,.,?,-0.3%
COc1ccc(S(=O)(=O)N2CCCCCC2)cc1C(=O)Nc1cccc(C)n1,19,1%,2,-7,-6,2%,1%,18,1%,1%,-0.1%
CC(=O)c1c(C(C)=O)c(C)n(-c2ccc(N)c(C)c2)c1C,2,7%,1,4,1,4%,0%,10,.,3%,-0.1%
Cc1cc(Cl)ccc1OCCCC(=O)NCC1CCCO1 (stereo not given),29,2%,4,-21,2,4%,0%,3,2%,1%,-0.9%
Cc1nc(NC(=O)/C=C/c2ccccc2)sc1C(=O)Nc1ccc(Cl)cc1,.,27%,-19,0,1,0%,-4%,10,.,1%,-0.1%
COC(=O)C1CCN(S(=O)(=O)CCNC(=O)c2ccc(F)cc2)CC1,-1,.,0,8,.,.,.,13,.,1%,0.1%
CCOC(=O)CCc1c(C)c2ccc(OC3CCCCC3=O)cc2oc1=O (stereo not given),-1,3%,-10,3,-1,.,-1%,-12,?,0%,-0.3%
CCCC(NC(=S)NCC1CCCO1)C12CC3CC(CC(C3)C1)C2 (stereo not given),?,4%,-2,-1,0,11%,-2%,25,1%,0%,-0.1%
OCCN1CCN(CC(O)COc2ccc(C34CC5CC(CC(C5)C3)C4)cc2)CC1 (stereo not given),2,5%,4,-1,1,-7%,-2%,2,?,4%,0.3%
COP(=O)(OC)c1nc(-c2ccc([N+](=O)[O-])cc2)oc1N1CCCCC1,10,14%,2,12,-4,.,1%,-9,-10%,1%,-0.2%
CC1(C)CC(NC(=O)c2cccc3ccccc23)CC(C)(C)N1,-2,35%[activator],-8,13,1,-5%,0%,-8,-1%,3%,0.3%

mol,TRPV1 ag,CXXC DNA block,KCNH2 WT inh,KCNH2 3.1 inh,FBPA coupling cs,PKM2 activator,GALK inhibitor,Giardia kill,Menin-MLL TR inh,USP2a inh,B2AR arrestin
c1cc(CN2CCCCC2)cc(OCCCNc2nc3ccccc3s2)c1,.,12%,19,-1,0,.,.,4,?,.,.
O=C(/C(=C/O)N=Nc1ccc(Cl)cc1)c1ccncc1,-2,-21%,3,-2,.,7%,-2%,3,27%,1%,-0.7%
CCCCCNS(=O)(=O)c1cc2c3c(c1)CCC(=O)N3CCC2,1,-12%,3,6,-1,.,4%,1,-1%,-1%,-0.1%
Cc1ccc(C(=O)NC2CCS(=O)(=O)C2)cc1S(=O)(=O)N1CCCCC1 (stereo not given),1,1%,-2,5,1,-12%,-1%,-29,-5%,-5%,-0.3%
Cc1ccc(C2(C)NC(=O)N(CC(=O)NC3CCCCC3)C2=O)cc1 (stereo not given),-5,.,0,5,.,.,.,2,.,1%,0.8%
CC(O)CNc1nc2c(c(=O)n(Cc3cccc(Cl)c3)c(=O)n2C)n1C (stereo not given),5,1%,-11,-4,1,6%,4%,9,8%,-1%,-0.2%
CCOc1ccc(CCNC(=O)c2cc(C)on2)cc1OCC,-5,-4%,0,12,.,-4%,6%,-4,.,-1%,-0.4%
Cc1cc(C)n(C(=O)Cn2nc([N+](=O)[O-])cc2C)n1,-3,-1%,3,-8,2,0%,1%,-15,3%,15%,0.5%
CCOC(=O)C1=C(N)n2c(s/c(=C/c3ccccc3)c2=O)=C(C(=O)OCC)C1c1ccccc1 (stereo not given),.,4%,.,.,.,13%,-1%,.,-10%,-1%,-0.5%
O=C1CC(N2CCN(c3ccccc3)CC2)C(=O)N1c1cccc(Cl)c1 (stereo not given),-5,-8%,-4,-6,-1,4%,5%,-19,18%,-2%,-0.6%
CCCNc1c(NS(=O)(=O)c2ccc(OC)c(OC)c2)c(=O)oc2ccccc12,0,7%,6,-17,.,.,-3%,9,.,0%,-0.8%
COc1ccc(C)cc1-n1c(-c2ccncc2)n[nH]c1=S,1,9%,9,21,2,-14%,-2%,21,8%,0%,0.0%
CC(C)(C)n1nnnc1C(c1ccncc1)N1CCCCCC1 (stereo not given),2,6%,2,-7,1,0%,4%,-4,3%,3%,0.3%
Cc1c(C(=O)NC2CCCCC2)sc2ncnc(N3CCN(c4ccccc4)CC3)c12,1,5%,1,1,-7,-5%[0.46 µM],7%,-9,21%,0%,-0.9%
COc1ccc(CCn2c(=O)[nH]c3cc(C(=O)N4CCN(c5ccccc5)CC4)ccc3c2=O)cc1OC,-3,18%,4,2,1,-2%,2%,-11,-18%,-1%,0.3%
CC1CCCCC1NC(=O)CSC1=Nc2ccccc2C2CC=NN12 (stereo not given),17,.,34,12,.,.,.,2,.,2%,-0.1%
Cc1ccc(CSc2nsc(C)c2C#N)cc1,16,-2%,0,-12,4,.,-2%,20,17%,3%,0.5%
Cn1cc([N+](=O)[O-])c(C(=O)NNC(=O)c2ccc([N+](=O)[O-])cc2)n1,0,-8%,4,11,2,.,9%,-25,-3%,3%,0.1%
CCS(=O)(=O)Nc1cccc(C2=NN(S(C)(=O)=O)C(c3cccs3)C2)c1 (stereo not given),-1,?,0,13,.,.,5%,-6,.,5%,0.3%

Compound activity deposited in PubChem BioAssay by National Center for Advancing Translational Sciences (NCATS).
